Cl transport mod = KCC2 (human) Cl- transport modulation; AID 1456; KCC2 cells, thallium flux FluoZin-2 fluorescence; B-score of Tl+ flux slope (higher = more flux/activation; lower = inhibition) at 10 µM; Q9H2X9; 2.2% of 190,000 active;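 active = thallium flux slope and its plate-corrected score both differing from the plate sample mean at a set confidence after two filtering rounds, in either direction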;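 note: slope of fluorescence scaled to starting intensity during 10 to 20 s after thallium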
EBV gp42 inh = inhibitors of Epstein-Barr virus glycoprotein 42; Fluorescence polarization binding assay, mP read-out; inhibition, % (tested at 21.74 µM); 0.42% of 220,000 active; in the data active = inhibition above about 50%
Target sequence (Q1HVG2 whole entry, looked up): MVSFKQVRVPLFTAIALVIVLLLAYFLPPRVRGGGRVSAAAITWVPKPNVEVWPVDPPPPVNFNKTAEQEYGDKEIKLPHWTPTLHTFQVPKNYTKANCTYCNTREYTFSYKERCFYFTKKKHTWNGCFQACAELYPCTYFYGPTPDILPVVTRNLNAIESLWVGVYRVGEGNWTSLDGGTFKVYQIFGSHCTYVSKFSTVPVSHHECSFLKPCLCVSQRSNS
p47phox inh = p47phox (human) inhibition; inhibition, % at 24.7 µM; p47phox/p22phox peptide binding, fluorescence polarization, 2 h; AID 1274; 0.53% of 220,000 active;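 note: 0% = p47phox with labelled peptide and 100% = labelled peptide alone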
Rad51 HR inh = Rad51 (human) homologous recombination inhibition. inhibition, % at 10 µM. 0.085% of 200,000 active. hRad51 DNA strand exchange, fluorescence dequenching;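 active = inhibition above 40% at the single screening dose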;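 note: 0% = DMSO control wells and 100% = blanks with heterologous ssDNA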
Target sequence (Q06609 whole entry, looked up): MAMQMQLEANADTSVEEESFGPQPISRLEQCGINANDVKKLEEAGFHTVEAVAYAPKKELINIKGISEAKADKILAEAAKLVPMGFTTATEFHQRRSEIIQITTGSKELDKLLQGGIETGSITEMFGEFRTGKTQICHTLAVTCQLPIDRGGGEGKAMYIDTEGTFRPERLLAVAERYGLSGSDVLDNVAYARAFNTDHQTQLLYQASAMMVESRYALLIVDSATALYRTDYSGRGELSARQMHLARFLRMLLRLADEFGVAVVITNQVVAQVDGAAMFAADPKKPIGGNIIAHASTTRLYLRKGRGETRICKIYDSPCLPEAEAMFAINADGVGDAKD
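material = hRad51 filaments on single-stranded DNA | reagent = Donor/quencher-labelled 47-bp dsDNA substrate | compound = 10 µM final, single point | schedule = strand-exchange reaction 15 min at room temperature | measured by = fluorescein emission 520 nm, excitation 485 nm | read-out basis = % inhibition versus plate control and blank means | benchmarks = plate controls and plate blanks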
thrombin 1536 = inhibitors of human thrombin; P00734; alpha-thrombin, Boc-VPR-AMC fluorogenic substrate cleavage; inhibition, % at 5 µM; 0.26% of 220,000 active; AID 1046;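 active = inhibition at or above 40%; inactive = inhibition below 40%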;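 note: 0% = enzyme with no compound and 100% = wells without enzyme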
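Test system: human alpha-thrombin protein / Dosing: one concentration per compound, 5 µM, with 0.2% DMSO / Medium: pH 7.5 Tris-saline with Tween 20 / Benchmarks: no-compound enzyme wells and no-enzyme blanks / Read-out basis: percent inhibition of thrombin substrate cleavage / Timing: reaction at room temperature / Measured by: fluorescence, ex 355 nm, em 460 nm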
Furin inhibitor = human furin inhibition. P09958. purified furin, fluorogenic substrate cleavage. inhibition, % at 30 µM. 0.061% of 220,000 active; in the data active = inhibition above about 25%; note: inactives centre near -15
eIF4E 4G PPI = inhibitors of eIF4E and eIF4G interaction in translation initiation. P63073+Q04637. TR-FRET eIF4E-eIF4GI(517-606) binding, 2 h. 0.37% of 220,000 active. inhibition, % at 21.7 µM;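 note: 0% = full FRET control wells and 100% = background wells lacking eIF4GI fragment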
KLK5 inh = kallikrein 5 (human) inhibition; 0.59% of 210,000 active; AID 873; inhibition, % at 5 µM; recombinant hK5, fluorogenic AMC substrate cleavage; Q9Y337;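 active = inhibition of 40% or more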;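 note: 0% = enzyme controls without compound and 100% = no-enzyme blanks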
Target sequence (Q9Y337 67-293 limits assumed): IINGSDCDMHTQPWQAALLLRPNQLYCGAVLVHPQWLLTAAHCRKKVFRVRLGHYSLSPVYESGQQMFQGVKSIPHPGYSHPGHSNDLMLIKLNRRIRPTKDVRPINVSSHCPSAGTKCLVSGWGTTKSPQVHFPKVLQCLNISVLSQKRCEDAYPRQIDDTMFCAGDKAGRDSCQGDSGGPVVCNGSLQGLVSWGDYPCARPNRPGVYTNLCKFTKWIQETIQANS
14-3-3 Bad PPI = disrupts binding of bovine 14-3-3 zeta to phospho-Bad peptide; P63103; 0.71% of 220,000 active; inhibition, % at 21.7 µM; TR-FRET 14-3-3zeta/Dy647-pBad peptide displacement, 1 h; AID 781;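 active = inhibition above about 70%, limit read from the data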;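 note: 0% = full 14-3-3 plus peptide FRET controls and 100% = background without 14-3-3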
Target sequence (P63103 whole entry, looked up): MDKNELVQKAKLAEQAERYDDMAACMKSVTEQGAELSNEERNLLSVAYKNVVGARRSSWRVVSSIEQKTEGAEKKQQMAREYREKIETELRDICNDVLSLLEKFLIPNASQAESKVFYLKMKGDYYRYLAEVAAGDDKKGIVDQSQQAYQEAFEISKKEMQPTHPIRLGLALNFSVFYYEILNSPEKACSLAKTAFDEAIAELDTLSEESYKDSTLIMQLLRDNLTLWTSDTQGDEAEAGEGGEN
* marks the source's active call; other numbers are inactive results; . = no result given; [ ] = dose if it differs, or a comment.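 Rule for the calls, unless noted: active = inhibition above about 30% (limit read from the data); inactive = the rest.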

The line under a structure holds: Cl transport mod	EBV gp42 inh	p47phox inh	Rad51 HR inh	thrombin 1536	Furin inhibitor	eIF4E 4G PPI	KLK5 inh	14-3-3 Bad PPI
O=C(NCC(c1ccco1)N1CCN(c2ccccc2)CC1)OCc1ccccc1 (stereo not drawn)
    -1.6	-4	-10	-11	2	-7	2	-5	-8
C/C=C/c1cc(CN2CCN(c3ccccc3)CC2)c(O)c(OC)c1
    0.17	6	-4	-5	-3	-4	3	1	-7
N=C(N)SCc1cccc2ccccc12
    .	-3	-9	0	2	-12	8	-6	29
O=C(CCn1c(=O)[nH]c2ccsc2c1=O)N1CCc2ccccc2C1
    -1.5	-22	-12	-5	1	-23	-1[fluorescence artefact?]	-22	4[fluorescence artefact?]
CCN1CCN(C(c2ccccc2OC)c2nnnn2C2CCCCC2)CC1 (stereo not drawn)
    -0.49	-8	0	-2	5	-16	2	-3	-5
COc1ccc(N=C2C(=O)Nc3c(C)cccc32)cc1
    .	-23	9	5	-8	-7	3	1	-8
c1ccc(-n2cnnc2SCc2nc3ccccc3s2)cc1
    0.73	-29	-19	-5	4	-11	-15	-12	-8
Cc1ccc(Nc2nc(N)nc(CSc3nc(C)cc(C)n3)n2)cc1
    -0.39	-18	-12	-12	0	-13[20 µM]	3	-25	-2
Cn1ncc2c(Nc3ccc([N+](=O)[O-])cc3)nc(Cl)nc21
    -0.3	-6	-16	10	-5	-22	-5	-7	6
CC(C)(C)NC(=O)COC(=O)c1snc(C(=O)NC2CCCCC2)c1N
    -0.78	-26	-38	-7	5	-21[20 µM]	6	-4	-3
O/C(=C\Sc1nnc(Cc2ccccc2)o1)c1ccc(Br)cc1
    .	-7	-10	4	4	-17	2	-6	-8[fluorescence artefact?]
Cc1ccc(-c2nc(C=Nc3cccc(C)c3)c(O)o2)cc1
    0.39	-9	.	.	1	-32	-3	.	3
Cc1ccc(CN2C(=O)CCC2C(=O)NCCCN2CCCCC2C)cc1 (stereo not drawn)
    .	7	-16	6	-1	-23	-3	6	0
NS(=O)(=O)c1ccc(-n2nncc2C23CC4CC(CC(C4)C2)C3)cc1
    .	-7	-20	1	2	-22	-2	-8	3[fluorescence artefact?]
O=C(CN1CCN(C(=O)N2CCCCC2)CC1)Nc1ccc(F)cc1
    0.034	-6	-4	-6	3	-20[20 µM]	2	-9	4
CCOC(=O)c1ccc(-c2ccc(C=O)o2)cc1
    -0.71	-11	-15	-3	1	2	-1	-2	6
CCCCN(C(=O)c1ccc(Cl)cc1)C1CC2CCC(C1)N2C (stereo not drawn)
    0.42	-18	3	3	1	-19	-4[fluorescence artefact?]	-4	13
NC(=O)CSc1nnc(-c2ccc(S(=O)(=O)N3CCOCC3)cc2)n1Cc1ccccc1
    .	-1	-7	-5	2	-16	5	-3	-7
Cc1ccccc1OCC(O)CN1CCN(C)CC1 (stereo not drawn)
    0.4	-9	-3	-9	-1	-34	-5	-25	12
CCc1nc(SCC(=O)Nc2nnc(CC)s2)c2c(C)c(C)sc2n1
    .	-23	-10	1	0	-17	7[fluorescence artefact?]	2	4[fluorescence artefact?]

Compounds above that have a thiophene ring, fused or not:
The line under a structure holds: Cl transport mod	EBV gp42 inh	p47phox inh	Rad51 HR inh	thrombin 1536	Furin inhibitor	eIF4E 4G PPI	KLK5 inh	14-3-3 Bad PPI
O=C(CCn1c(=O)[nH]c2ccsc2c1=O)N1CCc2ccccc2C1
    -1.5	-22	-12	-5	1	-23	-1[fluorescence artefact?]	-22	4[fluorescence artefact?]
CCc1nc(SCC(=O)Nc2nnc(CC)s2)c2c(C)c(C)sc2n1
    .	-23	-10	1	0	-17	7[fluorescence artefact?]	2	4[fluorescence artefact?]

Continued.
The line under a structure holds: Cl transport mod	EBV gp42 inh	p47phox inh	Rad51 HR inh	thrombin 1536	Furin inhibitor	eIF4E 4G PPI	KLK5 inh	14-3-3 Bad PPI
CC(C)(C)n1nc2c(c1NC(=O)c1ccc(S(=O)(=O)N3CCCC3)cc1)CS(=O)C2 (stereo not drawn)
    -0.42	-18	-4	1	-1	-32	1[fluorescence artefact?]	-1	10
O=C(CSCC(=O)OCC(=O)c1ccc(Br)cc1)Nc1ccc(Br)cc1
    -0.93	-10	-1	0	-1	-12[20 µM]	1	-10	-4
CC(=O)Cn1nnc2sc(-c3ccccc3)cc2c1=O
    -1	-13	-21	-1	-8	-9	9	2	-12
COc1ccccc1C(=O)Nc1nc(-c2cccs2)c(NC(C)=O)s1
    0.76	-1	-13	-2	6	-7[20 µM]	-15	-18	2
C(=C\c1ccccc1)/CN1CCN(c2ncnc3c2oc2ccccc23)CC1
    .	-7	-46	-10	-5	-13	7	-24	0
Cc1cc(/C=N/N2CCN(C)CC2)c(C)n1-c1ccccc1F
    0.68	1	-8	10	0	-21	-2	0	-9
CN(Cc1ccc(F)cc1)Cc1nc(CCc2ccccc2)no1
    0	-20	-4	2	-8	-19	1	-1	1
CCCC(=O)Nc1sc2c(c1C(=O)OCC)CC(C)(C)OC2
    .	-5	-10	1	-9	-17	0	-4	-6
CSc1nnc(C)c(=O)n1COC(=O)c1cc(Cl)ccc1[N+](=O)[O-]
    0.31	-5	4	-1	-2	-23	3	0	-4
N#C/C(=N\Nc1ccccc1[N+](=O)[O-])C(=N)N1CCCCC1
    -0.5	-19	-11	-1	-6	-22	-2	-14	-13
NC(=O)CC(c1ccccc1)c1ccco1 (stereo not drawn)
    -0.035	2	-3	-3	2	-15[20 µM]	2	7	-2
O=C(c1cnc2n(c1=O)CCS2)N(c1ccccc1)C1CCCCC1
    .	-11	-15	8	-4	-27	7	2	0
CCC/C(O)=C1\C(=O)CCCC1=NC(C)C(=O)O (stereo not drawn)
    0.77	-16	-13	-2	3	-21	-1	-11	-4
COc1ccc2cc(C3CC(c4cccs4)=NN3C(C)=O)c(Cl)nc2c1 (stereo not drawn)
    0.94	-11	8	5	-1	-23	-1	8	9
Cc1nc(-c2cccs2)sc1C(=O)NN
    1.1	-30	-13	11	2	-9	-4	-1	0
COc1ccc(-c2nc3c(n2O)CCc2c-3no[n+]2[O-])cc1
    0.48	-14	-9	-3	1	-18	6	4	3
COc1cc(C2C3=C(CC(C)(C)CC3=O)OC(N)=C2[N+](=O)[O-])ccc1O (stereo not drawn)
    0.55	-8	-2	-1	2	-11	6	-6	-4
O=c1[nH]c(NCCO)nc2c1C1(CCCCC1)Cc1ccccc1-2
    0.3	1	-22	-10	-5	-40[20 µM]	-3	-6	20
N=C1/C(=C/c2cccn2-c2ccc([N+](=O)[O-])cc2)C(=O)N=C2SC=CN12
    -0.2	0	-15	-6	-1	-9	1	-13	11
COc1ccc(NC(=O)C2CCCCN2CC(=O)OCc2ccccc2)cc1OC (stereo not drawn)
    0.89	-6	19	17	1	-12	-15	0	9

Among those listed so far, two have an NH in an aromatic ring:
The line under a structure holds: Cl transport mod	EBV gp42 inh	p47phox inh	Rad51 HR inh	thrombin 1536	Furin inhibitor	eIF4E 4G PPI	KLK5 inh	14-3-3 Bad PPI
O=C(CCn1c(=O)[nH]c2ccsc2c1=O)N1CCc2ccccc2C1
    -1.5	-22	-12	-5	1	-23	-1[fluorescence artefact?]	-22	4[fluorescence artefact?]
O=c1[nH]c(NCCO)nc2c1C1(CCCCC1)Cc1ccccc1-2
    0.3	1	-22	-10	-5	-40[20 µM]	-3	-6	20

Going on with the list.
The line under a structure holds: Cl transport mod	EBV gp42 inh	p47phox inh	Rad51 HR inh	thrombin 1536	Furin inhibitor	eIF4E 4G PPI	KLK5 inh	14-3-3 Bad PPI
COc1ccc(-c2noc(CCCC(=O)O)n2)cc1
    0.32	-11	-7	-2	1	-10	6	-3	3
CC(=O)Nc1sc2c(c1CN1CCN(C)CC1)CCCC2
    0.25	-8	-7	12	2	-22[20 µM]	2	-4	4
COc1ccc2c(CC(=O)NCC3CCC(C(=O)O)CC3)cc(=O)oc2c1 (stereo not drawn)
    0.31	-6	-5	11	-3	-21[20 µM]	1	-9	6
COC(=O)c1cc(Cl)c(NC(=O)/C=C/c2ccc(Cl)cc2)cc1OC
    1.1	2	10	-3	2	-14[20 µM]	2	6	16
Cc1cccc(N2CCN(C(=O)/C=C/c3cccs3)CC2C)c1 (stereo not drawn)
    -0.39	-21	-9	-1	0	-11	-2	-1	0
CN1C(C(=O)NCc2ccc(OC(F)(F)F)cc2)CC2Cn3c(nc4cc(Cl)c(Cl)cc43)C21 (stereo not drawn)
    1.1	-10	-10	1	5	-19	0	3	3
O=C(/C=C/c1cccs1)Nc1ccc(N2CCOCC2)c(S(=O)(=O)Nc2ccccc2Cl)c1
    0.092	-13	-45	3	-10	-2	-3	-14	-4
Clc1ncccc1-c1nnn(-c2ccccc2)n1
    0.81	-1	-9	-3	-2	-8	2	8	40
CC(=O)SC(C[N+](=O)[O-])c1cn(C(C)=O)c2ccccc12 (stereo not drawn)
    0.42	-19	-9	10	-3	-7[20 µM]	4[fluorescence artefact?]	-2	-12
CCCOc1cccc(CN2CCCCC2c2cccnc2)c1 (stereo not drawn)
    -1.3	-19	3	8	4	-18[20 µM]	6[fluorescence artefact?]	5	63
Cc1cc(NC(=O)CCCn2nc([N+](=O)[O-])c(Cl)c2C)no1
    -1.6	2	-3	4	3	-18	3	2	-7
O=C(O)c1cccc(Oc2cccc(Cl)n2)c1
    -1.1	-8	-7	.	-1	-32	3	.	2
CCN(CC)CCCn1c(=S)[nH]c2cc(Cl)ccc2c1=O
    .	1	0	1	-7	-6[20 µM]	1[fluorescence artefact?]	5	6[fluorescence artefact?]
CCc1ccc(-c2csc3ncn(CC(=O)NCc4ccco4)c(=O)c23)cc1
    -3.3	-14	-31	13	1	-25	-4	-1	-1
N/C(=N\c1nc(CSc2ccc(Cl)cc2)cc(=O)[nH]1)Nc1ccccc1C(F)(F)F
    -0.65	-14	3	6	-1	-18	2	0	-5
Cn1cnnc1SCC(=O)NN(c1ccccc1)c1ccccc1
    0.85	-1	-4	8	-5	-9	-2	-10	-15
Cc1cccc(N2CCN(C3=NC(=O)/C(=C\c4cn[nH]c4-c4ccccc4)S3)CC2)c1
    0.31	-23	-8	-3	-10	-16	-3	-1	6[fluorescence artefact?]
O=C(O)c1cccc(S(=O)(=O)Nc2cc(Cl)ccc2Cl)c1
    0.93	-11	5	.	-11	10	3	-2	-11
O=C(CCCN1C(=O)c2ccccc2C1=O)NCCN1C(=O)S/C(=C\c2cccs2)C1=O
    0.047	-14	-3	-6	2	6	-4[fluorescence artefact?]	-21	-5[fluorescence artefact?]
COc1ccc2cc(C(=O)C3CCCN(Cc4ccccn4)C3)ccc2c1 (stereo not drawn)
    -0.48	-1	-14	-5	-8	-57	0	1	-10
CCN1CCN(CC(=O)Nc2nc3ccc(OC)cc3s2)CC1
    0.32	21	-6	.	-4	-6[20 µM]	-1[fluorescence artefact?]	-13	79*[fluorescence artefact?]
Cc1ccc2cc(CN(Cc3cccs3)Cc3nnnn3CC3CCCO3)c(=O)[nH]c2c1C (stereo not drawn)
    -2	-13	-28	-2	3	-19	-5	1	-1
COc1cccc(C(=O)COc2ccccc2N2C(=O)C3C4C=CC(C4)C3C2=O)c1 (stereo not drawn)
    -0.03	-10	-6	5	-4	-24	3	-5	3
COc1ccc(Nc2nccc(OC)c2C#N)cc1
    .	0	-9	-11	-6	-11[20 µM]	4	-8	-2
O=C(CCc1nnc(-c2ccccc2)o1)NCC1CCN(C2CCCC2)CC1
    0.63	-11	-1	.	6	-2	1	.	-7
COC(=O)CC1C(C(=O)OC)ON2OC(C(=O)OC)C(C(=O)OC)C12 (stereo not drawn)
    1.1	-6	-1	.	-6	-31	0[fluorescence artefact?]	-15	0[fluorescence artefact?]
COCCn1c(SCC(=O)Nc2cc(C)nn2-c2ccccc2)nnc1-c1ccncc1
    -0.41	-11	-20	-4	-4	-22	0	-10	-4

From PubChem

Rows were taken by chance. Share with any hit: about 4.7%.
